Screening data as filed in PubChem.
APJ ag: APJ receptor agonism; P35414; CHO-K1 APJ PathHunter beta-arrestin, luminescence; 0% DMSO wells, 100% apelin; activation, % at 20 µM; 0.11% of 330,000 active;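 active means activation more than six SD over the plate average, tested at 20 µM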;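 further: 0% = DMSO alone and 100% = apelin-13 at 10 nM; some results filed as inactive read as strong as hits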
Target sequence (P35414 whole entry, looked up): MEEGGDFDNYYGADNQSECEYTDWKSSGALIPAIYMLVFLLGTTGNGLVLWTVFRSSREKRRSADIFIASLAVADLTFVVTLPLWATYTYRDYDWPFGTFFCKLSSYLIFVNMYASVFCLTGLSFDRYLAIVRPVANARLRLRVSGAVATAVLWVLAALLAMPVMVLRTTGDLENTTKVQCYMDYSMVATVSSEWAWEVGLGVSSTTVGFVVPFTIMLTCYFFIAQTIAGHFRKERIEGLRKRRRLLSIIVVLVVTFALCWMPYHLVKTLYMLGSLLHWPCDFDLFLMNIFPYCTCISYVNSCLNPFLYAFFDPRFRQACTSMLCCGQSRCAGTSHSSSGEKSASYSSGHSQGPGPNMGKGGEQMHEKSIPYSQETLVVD
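Assay system: CHO-K1 APJ beta-arrestin complementation cell line / Compound: single test compound dose, 20 µM final, 1% DMSO / Times: overnight seeding, 90 min compound at 25 °C, 1 h detection / Technique: beta-gal luminescence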
APJ antagonist: antagonists of human APJ apelin receptor; CHO-K1 APJ beta-arrestin complementation, luminescence; P35414; 0.32% of 330,000 active; AID 2521; inhibition, % at 20 µM;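 active means inhibition above about 40% at 20 µM, limit read from the data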;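 further: cells challenged with 10 nM apelin-13 agonist together with compound; plate controls were apelin-13 plus DMSO wells for no effect and DMSO wells lacking apelin-13 for full effect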
Jurkat NFkB inh: lowers PMA/ionomycin-induced NF-kB signal in Jurkat cells; 0.53% of 330,000 active; inhibition, % at 4 µM; PMA/ionomycin-induced NF-kB luciferase reporter, luminescence; in the data active means inhibition above about 50%
Mdm2-MdmX inh: human Mdm2/MdmX binding inhibition; O15151+Q00987; SaOS-2 split-luciferase Mdm2/MdmX complementation, luminescence; inhibition, % at 8 µM; 3% of 330,000 active;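 active means inhibition of at least 50% at 8 µM in the primary screen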
tim23-1 inh: tim23-1 yeast growth inhibition; S. cerevisiae tim23-1 growth, BacTiter-Glo luminescence, 24 h; inhibition, % at 20 µM; 1.3% of 330,000 active;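 active means growth inhibition of the mutant yeast at or above 50%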;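 further: temperature-sensitive mutant grown at 25 °C; plate controls were DMSO-treated mutant yeast for no effect and medium wells lacking yeast for full effect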
697 NFkB inh: lowers PMA/ionomycin-induced NF-kB signal in 697 B cells; 697 B-cell NF-kB luciferase reporter, 16 h; inhibition, % at 4 µM; 0.33% of 330,000 active; AID 435022; in the data active means inhibition above about 35%
CHOP UPR activ: apoptotic UPR (CHOP) activation | CHO-CHOP luciferase reporter, luminescence; percent of tunicamycin response over DMSO baseline | activation, % at 10 µM | 0.34% of 330,000 active | AID 449763;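 active means at 10 µM dose, activation of 40% or more, normalized to positive control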;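 further: 100% = tunicamycin at 10 µg/mL and 0% = DMSO alone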
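measured by = luciferase luminescence | assay system = CHO-CHOP cells, stable luciferase reporter of PERK-eIF2a-CHOP signalling | amount = 500 reporter cells seeded per well | timing = 6 h compound exposure at 37 °C after overnight seeding | controls = positive tunicamycin 10 µg/mL, negative DMSO alone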
XBP1 UPR activ: activators of adaptive arm of unfolded protein response (XBP1); CHO-XBP1 luciferase reporter, IRE1-XBP1 UPR activation, luminescence; percent of tunicamycin response, DMSO as zero; activation, % at 20 µM; 0.33% of 330,000 active;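 active means versus positive control, 20 µM dose yields 30% or more activation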;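 further: 100% = tunicamycin at 10 µg/mL and 0% = DMSO only wells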
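Assay system: IRE1-XBP1 luciferase reporter CHO line. Input: 1000 cells/well. Buffer or medium: F12 with 10% serum. Doses: 20 µM, 1% DMSO. Times: overnight seeding at 37 °C, 6 h compound treatment at 37 °C. Technique: Steady-Glo luciferase glow luminescence, 10 min after reagent addition.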
* = called active by the depositor.

`CCOc1ccccc1N(C(C)=O)S(=O)(=O)c1ccc(Cl)cc1` gave APJ ag -3, APJ antagonist 7, Jurkat NFkB inh -2, Mdm2-MdmX inh 6, tim23-1 inh 29, 697 NFkB inh 2, CHOP UPR activ -2.7 and XBP1 UPR activ 1.
`O=[n+]1cc(-c2ccc(F)cc2)n([O-])c2c1CCC2` gave APJ ag 1, APJ antagonist 4, Jurkat NFkB inh 6, Mdm2-MdmX inh -29, tim23-1 inh 1, 697 NFkB inh -3, CHOP UPR activ 0.6 and XBP1 UPR activ -1.
`CCOC(=O)N1CCN(C(=O)/C(=C/c2ccc(F)cc2)NC(=O)c2ccccc2)CC1` gave APJ ag -4, APJ antagonist 7, Jurkat NFkB inh 8, Mdm2-MdmX inh 11, tim23-1 inh 7, 697 NFkB inh 23, CHOP UPR activ -3.4 and XBP1 UPR activ 0.
CCCCNC(=O)N1CCN(c2ccccc2OC)CC1 was read as APJ ag -1, APJ antagonist -7, Jurkat NFkB inh -12, Mdm2-MdmX inh 14, tim23-1 inh 11, 697 NFkB inh -11, CHOP UPR activ -0.4 and XBP1 UPR activ 0.
`CCc1cccc(C)c1NC(=S)N(Cc1cccnc1)Cc1ccco1` gave APJ ag -3, APJ antagonist -6, Jurkat NFkB inh 9, Mdm2-MdmX inh -5, tim23-1 inh 22, 697 NFkB inh 20, CHOP UPR activ 1.1 and XBP1 UPR activ -3.
For CC(=O)OC1CC(C)N(C(=O)c2ccccc2)c2ccc(C)cc21 (centres undefined) the results were APJ ag -1, APJ antagonist 39, Jurkat NFkB inh -4, Mdm2-MdmX inh -36, tim23-1 inh 13, 697 NFkB inh 3, CHOP UPR activ 0.0 and XBP1 UPR activ 0.
`CCCc1cc(C(=O)Nc2ccc(Cl)cn2)cs1` gave APJ ag -2, APJ antagonist 10, Jurkat NFkB inh -173, Mdm2-MdmX inh -159, tim23-1 inh 33, 697 NFkB inh -25, CHOP UPR activ 2.3 and XBP1 UPR activ -8.
COc1cc2nc(CN3CCN(S(=O)(=O)c4ccc(Cl)cc4)CC3)[nH]c(=O)c2cc1OC was read as APJ ag 1, APJ antagonist 14, Jurkat NFkB inh 21, Mdm2-MdmX inh 18, tim23-1 inh 17, 697 NFkB inh 6, CHOP UPR activ -1.4 and XBP1 UPR activ 0.
`COc1ccc(C2SCCN2C(=S)Nc2cccc(Cl)c2)cc1` (centres undefined) gave APJ ag -1, APJ antagonist -13, Jurkat NFkB inh 3, Mdm2-MdmX inh 10, tim23-1 inh -16, 697 NFkB inh -13, CHOP UPR activ 1.1 and XBP1 UPR activ -2.
For CCOC(=O)C1CCN(C(=O)c2ccccc2NS(=O)(=O)c2ccccc2)CC1 the results were APJ ag -1, APJ antagonist -4, Jurkat NFkB inh 11, Mdm2-MdmX inh 10, tim23-1 inh 31, 697 NFkB inh 4, CHOP UPR activ 2.9 and XBP1 UPR activ -5.
For O=C(CSc1nnc(COc2ccc(Cl)cc2)n1Cc1ccco1)c1ccccc1F the results were APJ ag -5, APJ antagonist 12, Jurkat NFkB inh -11, Mdm2-MdmX inh 21, tim23-1 inh -5, 697 NFkB inh -11, CHOP UPR activ 0.1 and XBP1 UPR activ -2.
Screening COCCNC(=S)Nc1ccc(S(=O)(=O)Nc2cnc3ccccc3n2)cc1 returned APJ ag -1, APJ antagonist 0, Jurkat NFkB inh 9, Mdm2-MdmX inh -2, tim23-1 inh 10, 697 NFkB inh 3, CHOP UPR activ -1.9 and XBP1 UPR activ -1.
Cc1cc(=O)n2nc(N3CCC(C(=O)NCCc4ccc(Cl)cc4)CC3)sc2n1 was read as APJ ag -3, APJ antagonist 1, Jurkat NFkB inh 7, Mdm2-MdmX inh -3, tim23-1 inh -10, 697 NFkB inh 9, CHOP UPR activ 0.7 and XBP1 UPR activ -4.
For COc1ccc(C2=CC(=O)CC(c3ccccc3)C2)cc1 (centres undefined) the results were APJ ag 0, APJ antagonist 14, Jurkat NFkB inh 1, Mdm2-MdmX inh 14, tim23-1 inh 32, 697 NFkB inh 12, CHOP UPR activ 1.6 and XBP1 UPR activ -1.
For Cc1ccc2[nH]c(O)c(N=O)c2c1 the results were APJ ag -3, APJ antagonist -24, Jurkat NFkB inh 12, Mdm2-MdmX inh 0, tim23-1 inh -3, 697 NFkB inh 28, CHOP UPR activ -0.9 and XBP1 UPR activ 0.
`Cc1nc2c(cnn2-c2ccccc2)c(=O)[nH]1` gave APJ ag -2, APJ antagonist 8, Jurkat NFkB inh 4, Mdm2-MdmX inh 7, tim23-1 inh 2, 697 NFkB inh 7, CHOP UPR activ -0.7 and XBP1 UPR activ 4.
For Cc1csc(NC(=O)Cc2c[nH]c3ccccc23)n1 the results were APJ ag 0, APJ antagonist 18, Jurkat NFkB inh -50, Mdm2-MdmX inh -13, tim23-1 inh 21, 697 NFkB inh -42, CHOP UPR activ 2.3 and XBP1 UPR activ 1.
`O=C(CCNC(=O)c1ccc(Cl)cc1)NCC(c1ccco1)N1CCCC1` (centres undefined) gave APJ ag -5, APJ antagonist 23, Jurkat NFkB inh 9, Mdm2-MdmX inh -3, tim23-1 inh -8, 697 NFkB inh 0, CHOP UPR activ -0.3 and XBP1 UPR activ 1.
Screening CCc1nnc(NC(=O)CSc2nnc(Cc3cc(=O)[nH]c(=O)[nH]3)n2-c2cccc(OC)c2)s1 returned APJ ag -9, APJ antagonist 4, Jurkat NFkB inh -7, Mdm2-MdmX inh 18, tim23-1 inh 10, 697 NFkB inh -3, CHOP UPR activ 0.1 and XBP1 UPR activ 1.
For CC(C)Oc1ccc(S(=O)(=O)N2CCCCC2)cc1NC(=O)CN1C(=O)NC(C)(C2CC2)C1=O (centres undefined) the results were APJ ag -3, APJ antagonist -5, Jurkat NFkB inh 1, Mdm2-MdmX inh -6, tim23-1 inh 1, 697 NFkB inh 6, CHOP UPR activ 0.0 and XBP1 UPR activ -1.

As a working copy, part of the list above.
Cc1cc(=O)n2nc(N3CCC(C(=O)NCCc4ccc(Cl)cc4)CC3)sc2n1 was read as APJ ag -3, APJ antagonist 1, Jurkat NFkB inh 7, Mdm2-MdmX inh -3, tim23-1 inh -10, 697 NFkB inh 9, CHOP UPR activ 0.7 and XBP1 UPR activ -4.
For COc1ccc(C2=CC(=O)CC(c3ccccc3)C2)cc1 (centres undefined) the results were APJ ag 0, APJ antagonist 14, Jurkat NFkB inh 1, Mdm2-MdmX inh 14, tim23-1 inh 32, 697 NFkB inh 12, CHOP UPR activ 1.6 and XBP1 UPR activ -1.
For Cc1ccc2[nH]c(O)c(N=O)c2c1 the results were APJ ag -3, APJ antagonist -24, Jurkat NFkB inh 12, Mdm2-MdmX inh 0, tim23-1 inh -3, 697 NFkB inh 28, CHOP UPR activ -0.9 and XBP1 UPR activ 0.
`Cc1nc2c(cnn2-c2ccccc2)c(=O)[nH]1` gave APJ ag -2, APJ antagonist 8, Jurkat NFkB inh 4, Mdm2-MdmX inh 7, tim23-1 inh 2, 697 NFkB inh 7, CHOP UPR activ -0.7 and XBP1 UPR activ 4.
For Cc1csc(NC(=O)Cc2c[nH]c3ccccc23)n1 the results were APJ ag 0, APJ antagonist 18, Jurkat NFkB inh -50, Mdm2-MdmX inh -13, tim23-1 inh 21, 697 NFkB inh -42, CHOP UPR activ 2.3 and XBP1 UPR activ 1.

Following part.
Screening CNC(=O)c1cc2c(-c3ccccc3)nn(C)c2s1 returned APJ ag 1, APJ antagonist 3, Jurkat NFkB inh 10, Mdm2-MdmX inh 37, tim23-1 inh -4, 697 NFkB inh 12, CHOP UPR activ -1.8 and XBP1 UPR activ -4.
CC(C)c1nnc(NC(=O)c2ccc(N3C(=O)CCC3=O)cc2)s1 was read as APJ ag 2, APJ antagonist 1, Jurkat NFkB inh 4, Mdm2-MdmX inh -25, tim23-1 inh -2, 697 NFkB inh -7, CHOP UPR activ 6.0 and XBP1 UPR activ 3.
Screening Cc1ccc(N(C)S(=O)(=O)c2c(C)[nH]c(C)c2C(=O)N2CCCC2)cc1 returned APJ ag 3, APJ antagonist -20, Jurkat NFkB inh 0, Mdm2-MdmX inh 3, tim23-1 inh 5, 697 NFkB inh 3, CHOP UPR activ 0.3 and XBP1 UPR activ -3.
Screening COc1ccccc1S(=O)(=O)CC(O)COc1ccccc1Cl (centres undefined) returned APJ ag 6, APJ antagonist 5, Jurkat NFkB inh 22, Mdm2-MdmX inh 18, tim23-1 inh 15, 697 NFkB inh -16, CHOP UPR activ 0.2 and XBP1 UPR activ -2.
O=C(NCC1(O)CCCCC1)C1CCC(=O)N(Cc2ccccc2F)C1 (centres undefined) was read as APJ ag -4, APJ antagonist 17, Jurkat NFkB inh -11, Mdm2-MdmX inh 16, tim23-1 inh -6, 697 NFkB inh 9, CHOP UPR activ 1.5 and XBP1 UPR activ -5.
Cc1cc(CNC(=S)Nc2ccc(Br)cc2Cl)nn1C was read as APJ ag -2, APJ antagonist 10, Jurkat NFkB inh 20, Mdm2-MdmX inh 11, tim23-1 inh 10, 697 NFkB inh 8, CHOP UPR activ 0.3 and XBP1 UPR activ -6.
O=c1[nH]nc(-c2ccc(OCc3ccc(Cl)cc3Cl)cc2)o1 was read as APJ ag -1, APJ antagonist 15, Jurkat NFkB inh 3, Mdm2-MdmX inh 2, tim23-1 inh -1, 697 NFkB inh 16, CHOP UPR activ -0.1 and XBP1 UPR activ -5.
Screening COCCN1C(=O)c2ccccc2C(C(=O)NCC2CCCO2)C1c1c[nH]c2ccccc12 (centres undefined) returned APJ ag 2, APJ antagonist 15, Jurkat NFkB inh -7, Mdm2-MdmX inh 8, tim23-1 inh 5, 697 NFkB inh 2, CHOP UPR activ 2.2 and XBP1 UPR activ 0.
`CCN(CC(=O)NCc1ccc(Cl)cc1)C(=O)/C=C/c1ccc(Cl)c([N+](=O)[O-])c1` gave APJ ag 4, APJ antagonist -23, Jurkat NFkB inh 1, Mdm2-MdmX inh 21, tim23-1 inh 18, 697 NFkB inh -39, CHOP UPR activ 0.8 and XBP1 UPR activ -1.
Cc1ccc(-c2nnc(OCc3cccnc3)c3ccccc23)cc1 was read as APJ ag -1, APJ antagonist -16, Jurkat NFkB inh -5, Mdm2-MdmX inh 31, tim23-1 inh 53*, 697 NFkB inh -14, CHOP UPR activ 3.1 and XBP1 UPR activ -3.
`C=CCNC(=O)c1ccc2c3n(nc2c1)-c1ccc(C)cc1CO3` gave APJ ag -3, APJ antagonist -22, Jurkat NFkB inh -92, Mdm2-MdmX inh -145, tim23-1 inh 58*, 697 NFkB inh -70, CHOP UPR activ 1.6 and XBP1 UPR activ 0.
Screening CNC(=O)N(O)C1N(/N=C/c2ccc(C)cc2)C(=S)SC1(C)C (centres undefined) returned APJ ag -2, APJ antagonist 5, Jurkat NFkB inh -9, Mdm2-MdmX inh -26, tim23-1 inh -1, 697 NFkB inh -6, CHOP UPR activ -1.6 and XBP1 UPR activ -4.
For Cc1cc(C(=O)Nc2ccc(N3CCOCC3)c(Cl)c2)c(C)o1 the results were APJ ag -3, APJ antagonist 11, Jurkat NFkB inh -50, Mdm2-MdmX inh -19, tim23-1 inh 36, 697 NFkB inh -20, CHOP UPR activ 5.7 and XBP1 UPR activ 5.
COc1ccc(CCNC(=O)CS(=O)(=O)c2cn(CC(=O)N3CCOCC3)c3ccccc23)cc1OC was read as APJ ag -1, APJ antagonist -55, Jurkat NFkB inh -7, Mdm2-MdmX inh 8, tim23-1 inh 2, 697 NFkB inh 8, CHOP UPR activ -0.3 and XBP1 UPR activ -2.
